High-throughput results deposited in PubChem by several laboratories.
KCC2 mod: KCC2 cotransporter modulators, thallium flux, primary screen, cell-based, HEK293 KCC2, FluoZin-2 fluorescence, MLSMR | KCC2 cells, thallium flux FluoZin-2 fluorescence | Solute carrier family 12 member 5 (Homo sapiens), Q9H2X9 | B-score of Tl+ flux slope (higher = more flux/activation; lower = inhibition) at 10 µM | 2.2% of 190,000 active;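 active = thallium flux slope and its plate-corrected score both differing from the plate sample mean at a set confidence after two filtering rounds, in either direction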;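 also: slope of fluorescence scaled to starting intensity during 10 to 20 s after thallium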
Rad51 HR inh: human RAD51 strand exchange inhibitors, primary screen, biochemical, fluorescence. AID 1385, 2008. 0.085% of 200,000 active. inhibition, % at 10 µM. DNA repair protein RAD51 homolog 1 (Homo sapiens), Q06609. hRad51 DNA strand exchange, fluorescence dequenching;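 active = inhibition above 40% at the single screening dose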;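 also: 0% = DMSO control wells and 100% = blanks with heterologous ssDNA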
Target sequence (Q06609 whole entry, looked up): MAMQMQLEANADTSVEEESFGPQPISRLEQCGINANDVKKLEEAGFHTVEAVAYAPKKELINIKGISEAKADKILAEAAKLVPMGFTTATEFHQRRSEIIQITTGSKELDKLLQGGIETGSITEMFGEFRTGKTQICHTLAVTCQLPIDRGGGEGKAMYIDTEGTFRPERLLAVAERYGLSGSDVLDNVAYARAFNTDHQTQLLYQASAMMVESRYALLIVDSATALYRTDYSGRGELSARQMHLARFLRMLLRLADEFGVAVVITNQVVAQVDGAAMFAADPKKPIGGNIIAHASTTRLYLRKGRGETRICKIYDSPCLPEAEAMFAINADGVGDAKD
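Assay system: Human Rad51 nucleoprotein filaments preassembled on unlabelled ssDNA | Reagent: Donor/quencher-labelled 47-bp dsDNA substrate | Doses: One concentration, 10 µM final | Times: 37 °C 15-min filament assembly, 30-min compound preincubation, 15-min exchange | Technique: Fluorescein emission 520 nm, excitation 485 nm | Benchmarks: Plate control and blank wells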
eIF4E-4G inh: eIF4E–eIF4G protein interaction inhibitors, primary screen, biochemical, uHTS, TR-FRET, eIF4GI fragment; Eukaryotic translation initiation factor 4E (Mus musculus) + Eukaryotic translation …; TR-FRET eIF4E-eIF4GI(517-606) binding, 2 h; inhibition, % at 21.7 µM; 0.37% of 220,000 active;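 active = inhibition above about 30%, limit read from the data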;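 also: 0% = full FRET control wells and 100% = background wells lacking eIF4GI fragment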
zVAD death inh: inhibitors of zVAD-triggered necroptosis, primary screen, L929 cells; 0.38% of 220,000 active; AID 1377, 2008; L929 zVAD necroptosis rescue, ATP luminescence, 24 h; with zVAD 60 µM; viability rescue, % at 10 µM;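 active = activation, scaled between plate controls, above about 75%, limit read from the data; inactive = activation under that limit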;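 also: 0% = zVAD with DMSO and 100% = DMSO alone without zVAD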
TNF death inh: inhibitors of TNF-alpha triggered necroptosis, primary screen, cell-based, Jurkat FADD-/-, single concentration; 0.068% of 220,000 active; activation (protection from cell death), % at 10 µM; Jurkat FADD-/- TNF necroptosis rescue, ATP luminescence, 24 h; 0 = TNF only, 100 = no-TNF cells;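 active = activation, meaning protection from cell death, of at least 50% relative to plate controls; inactive = activation below 50%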;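 also: necroptosis triggered by 40 ng/mL TNF-alpha added together with compound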
EBV gp42 inh: Epstein-Barr virus gp42 inhibitors, primary screen, biochemical, uHTS, fluorescence polarization. Glycoprotein 42 (Epstein-Barr virus (strain AG876)), Q1HVG2. inhibition, % (tested at 21.74 µM). 0.42% of 220,000 active. Fluorescence polarization binding assay, mP read-out; in the data active = inhibition above about 50%
Target sequence (Q1HVG2 whole entry, looked up): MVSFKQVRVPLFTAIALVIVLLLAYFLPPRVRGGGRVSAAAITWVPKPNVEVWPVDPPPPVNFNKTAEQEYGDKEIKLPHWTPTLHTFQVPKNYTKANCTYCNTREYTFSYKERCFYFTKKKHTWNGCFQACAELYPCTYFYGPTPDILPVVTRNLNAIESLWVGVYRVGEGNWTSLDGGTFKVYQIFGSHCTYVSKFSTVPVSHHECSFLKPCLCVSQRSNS
MDM2 E3 inh: MDM2-luciferase reporter signal enhancers, primary screen, MDM2 E3 ligase inhibitor project, cell-based, luminescence, 1536-well. E3 ubiquitin-protein ligase Mdm2 (Homo sapiens), Q00987. cell-based MDM2 ubiquitination luciferase reporter, 2 h; 0 = plate control, 100 = twice control, blank-subtracted. signal enhancement, % at 5 µM. 0.11% of 210,000 active. AID 1230, 2008;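 active = signal enhancement of 30% or more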;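 also: luminescence tracks abundance of the self-degrading MDM2-luciferase fusion protein; higher signal means inhibition of MDM2 E3 ligase activity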
Target sequence (Q00987 whole entry, looked up, the tested form may be a part): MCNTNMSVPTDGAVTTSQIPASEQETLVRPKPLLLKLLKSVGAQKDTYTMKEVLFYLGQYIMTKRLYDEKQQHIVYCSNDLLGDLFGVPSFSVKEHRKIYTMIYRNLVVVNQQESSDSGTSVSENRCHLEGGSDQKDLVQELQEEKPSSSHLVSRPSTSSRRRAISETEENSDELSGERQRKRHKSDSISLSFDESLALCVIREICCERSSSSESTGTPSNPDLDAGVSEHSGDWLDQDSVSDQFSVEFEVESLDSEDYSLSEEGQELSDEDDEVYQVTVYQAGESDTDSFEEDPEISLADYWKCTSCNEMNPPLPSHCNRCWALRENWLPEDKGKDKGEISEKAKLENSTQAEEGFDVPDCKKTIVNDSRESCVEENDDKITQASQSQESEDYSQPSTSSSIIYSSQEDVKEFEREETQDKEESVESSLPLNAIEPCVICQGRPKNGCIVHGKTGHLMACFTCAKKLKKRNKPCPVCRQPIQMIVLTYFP
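Test system: mammalian cells stably expressing self-ubiquitinating, self-degrading MDM2 E3–luciferase fusion; Amount: 2000 cells in each well; Medium: DMEM; Schedule: 4 h settle plus 2 h compound, 37 °C; Technique: SteadyLite luciferase luminescence after 15 min room-temperature reagent incubation; Benchmarks: plate control and blank wells.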
Calpain2 inh: inhibitors of pig calpain II, primary screen, biochemical, fluorogenic peptide substrate, 1536-well | purified calpain II, 30 min | inhibition, % at 16 µM | 0.37% of 220,000 active;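 active = inhibition above about 50%, limit read from the data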
PERK inhibitor: block of dimerizer-induced PERK translation repression, primary screen, PERK inhibitor project, CHO PERK-DD cells, SEAP luminescence, HTS. CHO PERK-DD fusion, SEAP luminescence translation reporter. inhibition, % at 5.6 µM. 0.17% of 220,000 active;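 active = inhibition above the mean inhibition of all tested compounds plus 3 SD, set separately per screening campaign, cut at about 2.9% in these data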;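 also: PERK kinase domain activated by AP20187 dimerizer at 100 nM; 0% = DMSO with dimerizer and 100% = rapamycin at 8.4 µM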
Starred values were filed as active, the others as inactive; . = no result given; [ ] = another dose, or the depositor's remark.

(1) CNC(=O)c1ccc(CNC(=O)OCc2ccccc2)cc1
(2) COc1ccc(CNC(=S)Nc2ccc(F)c(Cl)c2)cc1OC
(3) O=C(CN1CCC(n2nnc3cc(F)ccc32)CC1)Nc1ccccc1N1CCOCC1
(4) Clc1ccc(OCCn2cnc3ccccc32)cc1
(5) Cc1cc(C)c2cc3c(N)c(C(=O)N4CCOCC4)sc3nc2c1
(6) N/C(=N\OC(=O)c1cccc(Br)c1)c1ccncc1
(7) COC(=O)[C@H](CC(C)C)NC(=O)NC1CCCCC1C (stereo partly specified)
(8) CN(C)S(=O)(=O)c1ccc(NC(=O)CSc2ncnc3ccccc23)cc1

screen / no.	1	2	3	4	5	6	7	8
KCC2 mod	0.14	0.095	.	-1.1	-0.79	0.4	.	-4*
Rad51 HR inh	-2	18	-3	9	.	-13	2	-22
eIF4E-4G inh	-1	-1	-2	1	6	0	3	3
zVAD death inh	0.3	-0.7	-0.1	-1.3	6.4	-0.2	-0.7	20
TNF death inh	-0.5	-1.6	-1.1	1.5	1.8	-1.5	-1.1	-1.2
EBV gp42 inh	-8	-9	-7	-20	-4	-6	-13	-9
MDM2 E3 inh	-5	-1	-3	-16	3	.	3	-13
Calpain2 inh	7	-11	3	-14	-61	0	-20	23
PERK inhibitor	1.4	1.7	-0.7	0.6	0.8	-0.1	-1.1	-0.2

(9) CC(C)(C)NC(=O)CN(C(=O)CNC(=O)c1cccs1)c1ccc2c(c1)OCCO2
(10) CC1=NN(C(=O)Cn2nc([N+](=O)[O-])cc2C)C(O)(C(F)(F)F)C1 (stereo unspecified)
(11) CC(=O)c1c(C)[nH]c(C(=O)NCCCN2CCCC2)c1C
(12) S=C1NC2(CCCCC2)Cc2ccccc21
(13) O=C1CC(N2CCN(S(=O)(=O)c3ccccc3)CC2)C(=O)N1c1ccccc1 (stereo unspecified)
(14) O=C1Nc2c(c(=O)[nH]c(=O)n2-c2ccc(F)cc2)C1(NS(=O)(=O)c1ccccc1)C(F)(F)F (stereo unspecified)
(15) C[N+]1(CCCOC(=O)C2(c3ccccc3)CCCC2)CCOCC1
(16) COc1ccccc1CNC(=O)C(NC(=O)c1ccccc1)C(C)C (stereo unspecified)

screen / no.	9	10	11	12	13	14	15	16
KCC2 mod	.	-0.19	0.86	0.97	0.68	1.8	1.6	0.75
Rad51 HR inh	-28	4	-2	19	-8	-41	.	7
eIF4E-4G inh	-1	0	-2	-2[fluorescence artefact?]	-2	1	-4	4
zVAD death inh	0.2	0.8	3.2	-0.5	0.8	0.2	.	1.7
TNF death inh	-3.4	1.0	1.0	0.0	7.5	-0.5	-1.5	-0.4
EBV gp42 inh	-6	-6	2	-4	-8	-9	-20	-15
MDM2 E3 inh	-2	-3	-4	4	-12	-22	-12	7
Calpain2 inh	-2	-4	7	3	2	9	9	14
PERK inhibitor	1.6	1.4	0.9	0.2	0.8	0.8	0.9	-0.2

(17) CC(=O)N1CCc2cc(S(=O)(=O)NCCC(=O)Nc3cccc(C)c3C)ccc21
(18) COCCCNC(=O)c1cc(C(=O)Cc2ccccc2)c[nH]1
(19) CCOC(=O)c1c(C)[nH]c2cc(Br)c(O)cc12
(20) O=C(Nc1ccccc1)N1N=C(c2ccc(F)cc2)CC1c1ccc(F)cc1 (stereo unspecified)
(21) CC1=NN(c2ccccc2)C(=O)/C1=C/c1c(O)n(-c2ccc(F)c(Cl)c2)[nH]c1=O
(22) Cc1nn(C(C)(C)C)c(OC(=O)C2CCCC2)c1S(=O)(=O)c1ccccc1
(23) C=CCn1c(COc2cccc(C)c2)nnc1SCC(=O)c1c[nH]c2c(CC)cccc12
(24) CC(C)(C)OC(=O)Cn1c(=O)cnc2ccccc21

screen / no.	17	18	19	20	21	22	23	24
KCC2 mod	-0.22	0.82	-0.008	0.64	-8.3*	.	-0.013	0.00098
Rad51 HR inh	0	-13	8	.	-4	.	-4	-13
eIF4E-4G inh	1[fluorescence artefact?]	-1	-4[fluorescence artefact?]	-1[fluorescence artefact?]	22	6	-5	3
zVAD death inh	10	-1.3	7.8	0.9	0.7	-0.8	4.4	-0.1
TNF death inh	-2.2	2.3	-3.3	3.1	1.9	-1.3	2.1	-0.9
EBV gp42 inh	20	1	-14	-19	23	-17	-26	0
MDM2 E3 inh	-17	-17	-1	-4	-16	-10	-8	1
Calpain2 inh	14	35	-13	33	31	-4	17	-26
PERK inhibitor	0.2	-0.7	1.4	0.8	0.1	-1.3	1.1	0.2

Profiles from above. Order of screens: KCC2 mod, Rad51 HR inh, eIF4E-4G inh, zVAD death inh, TNF death inh, EBV gp42 inh, MDM2 E3 inh, Calpain2 inh, PERK inhibitor
Record of O=C(CN1CCC(n2nnc3cc(F)ccc32)CC1)Nc1ccccc1N1CCOCC1 : ., -3, -2, -0.1, -1.1, -7, -3, 3, -0.7
Record of C=CCn1c(COc2cccc(C)c2)nnc1SCC(=O)c1c[nH]c2c(CC)cccc12 : -0.013, -4, -5, 4.4, 2.1, -26, -8, 17, 1.1

Next part
(25) COC(=O)Cn1cnc(=O)c(C#N)c1/C=C/N(C)C
(26) Cc1cccnc1NC(=S)NC(=O)/C=C/c1ccccc1
(27) Cc1ccc(N(CC(=O)NCc2ccc(F)cc2)C(=O)c2csnn2)c(C)c1
(28) O=C(Nc1ccccc1)Nc1nncs1
(29) Cn1cccc1CC(=O)N/N=C/C=C/c1ccccc1
(30) O=C(Nc1ccccc1Cl)c1cccc(NC(=O)C2C3CC4OC(=O)C2C4C3)c1 (stereo unspecified)
(31) COc1ccc(NC(=O)C2CCCN(S(=O)(=O)c3cccc4nonc34)C2)cc1 (stereo unspecified)
(32) CCOC(=O)C1=C(C)N=C2SC=C(C)N2C1c1ccc(OC)cc1 (stereo unspecified)

screen / no.	25	26	27	28	29	30	31	32
KCC2 mod	.	-0.33	-0.88	0.4	0.021	.	.	0.21
Rad51 HR inh	-14	4	-10	8	-18	-1	7	-3
eIF4E-4G inh	6	-3	0	0	6	-16[fluorescence artefact?]	-5[fluorescence artefact?]	1
zVAD death inh	1.1	0.8	1.2	0.8	.	-0.2	1.2	-0.8
TNF death inh	0.0	7.3	0.6	1.1	2.7	-0.2	1.4	-4.9
EBV gp42 inh	-13	4	-14	0	-8	-16	-5	-6
MDM2 E3 inh	4	-9	-3	-19	-1	-13	-9	6
Calpain2 inh	-16	-21	39	37	-11	-30	-17	-40
PERK inhibitor	0.0	1.1	-1.2	0.2	0.9	-0.2	0.2	0.1

(33) CC(C)(C)c1ccc(NC(=O)CNC2CCCc3ccccc32)cc1 (stereo unspecified)
(34) CC(=O)c1ccc(NC(=O)CCCN2C(=O)/C(=C/C(C)=C/c3ccccc3)SC2=S)cc1
(35) Cc1cc2cc(C)c3nnc(SCC(=O)N4CCCc5ccccc54)n3c2cc1C
(36) Cc1cccc(N=Nc2ccc(O)c3ncccc23)c1
(37) CS(=O)(=O)N1CCN(C(=O)c2ccc(Cl)s2)CC1
(38) CCOC(=O)c1cc(NC(=O)c2ccc(Cl)cc2)c(=O)n2c1oc1ccc(Cl)cc12
(39) O=C(NC12CC3CC(CC(C3)C1)C2)c1cc([N+](=O)[O-])ccc1N1CCOCC1
(40) CCC(Sc1nc(C)cc(C)n1)C(=O)NC1=NN=C(c2ccc(C)cc2)CS1 (stereo unspecified)

screen / no.	33	34	35	36	37	38	39	40
KCC2 mod	0.53	-1.1	.	15*	0.3	.	0.18	.
Rad51 HR inh	38	.	.	.	43*	-6	.	4
eIF4E-4G inh	0	5[fluorescence artefact?]	-10	-2	2	-58	1	-3
zVAD death inh	71	3.7	-0.3	23	0.1	0.3	0.4	0.1
TNF death inh	2.2	3.8	-2.7	-24	0.2	0.0	1.0	-6.3
EBV gp42 inh	5	-51	-9	11	-6	-33	-2	-22
MDM2 E3 inh	-20	.	8	-1	-16	-1	-2	4
Calpain2 inh	-7	22	-50	8	-9	-33	15	-8
PERK inhibitor	0.7	-0.2	-0.2	0.4	2.3	1.7	1.2	-1.2

Gathered by group: those above with a nitro group on carbon.
(10) CC1=NN(C(=O)Cn2nc([N+](=O)[O-])cc2C)C(O)(C(F)(F)F)C1 (stereo unspecified)
(39) O=C(NC12CC3CC(CC(C3)C1)C2)c1cc([N+](=O)[O-])ccc1N1CCOCC1

screen / no.	10	39
KCC2 mod	-0.19	0.18
Rad51 HR inh	4	.
eIF4E-4G inh	0	1
zVAD death inh	0.8	0.4
TNF death inh	1.0	1.0
EBV gp42 inh	-6	-2
MDM2 E3 inh	-3	-2
Calpain2 inh	-4	15
PERK inhibitor	1.4	1.2

(further entries)
(41) CS(=O)(=O)N(CC(=O)N1CCN(c2cccc(Cl)c2)CC1)c1cccc(F)c1
(42) COc1cc(N(C(=O)Cc2cccs2)C(C(=O)NC2CCCCC2)c2cccc(OC)c2OC)ccc1-n1cnnn1 (stereo unspecified)
(43) CC(=O)OC(COC1C[C@@H]2CC[C@@]1(C)C2(C)C)C[N+]1(C)CCCCC1 (stereo partly specified)
(44) Cc1cccc(NC(=S)Nc2cccc(C)n2)n1
(45) COc1ccc(CNC(=O)CCN2C(=O)c3ccncc3C2=O)cc1OC
(46) CC(C)=CCN1CCN(Cc2ccc(C#CC(C)(C)O)cc2)CC1CCO (stereo unspecified)
(47) COc1ccc(SCCc2ccncc2)cc1

screen / no.	41	42	43	44	45	46	47
KCC2 mod	-1.2	-0.41	-0.048	0.013	-0.28	0.81	-1.4
Rad51 HR inh	6	-12	12	14	12	.	5
eIF4E-4G inh	-6	3[fluorescence artefact?]	-1	-1	0	12	1
zVAD death inh	0.1	-0.1	0.4	0.3	0.1	0.4	1.0
TNF death inh	0.3	-0.2	2.9	0.4	0.6	0.4	-0.6
EBV gp42 inh	1	21	-18	-11	-14	-10	-30
MDM2 E3 inh	-7	-12	-9	-1	.	-21	-24
Calpain2 inh	13	-20	-2	14	-14	5	-20
PERK inhibitor	-1.0	-1.6	-2.2	-0.5	-0.3	2.5	0.5
